Abeta yeast res: restores growth of yeast expressing A-beta42 peptide. yeast expressing A-beta42, growth rescue, OD600, 48 h; response scale: 0% DMSO, 100% iron-clioquinol control. Potency, µM (titrated, usually from 46.1 µM), without a hit: at the top dose growth rescue, most hits filed as activators. 410,000 compounds, 0.063% hits; also: potency is read from the fitted curve at half-maximal effect; nearly all actives have a fitted effect of over 55% in size
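Growth rescue measured by 600 nm absorbance after 48 h yeast culture at 30 C with compound. Values normalized between DMSO and an equimolar ferric chloride plus clioquinol control.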
aSyn yeast inh: rescues yeast growth from alpha-synuclein toxicity. Potency, µM (top dose mostly 46.1 µM), inactives show at the highest dose growth rescue (activation), actives largely listed as activators. 370,000 compounds, 0.14% hits. AID 652106. Yeast expressing alpha-synuclein, growth rescue, BacTiter-Glo, 24 h; also: potency is read from the fitted curve at half-maximal effect; % of control where 0% means no effect; nearly all actives have a fitted effect of over 65% in size
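Screening used galactose-induced yeast with toxic alpha-synuclein levels, exposed to compound for 24 hr at 30 deg C. Cell growth, read with BacTiter-Glo luminescence, gave the measured signal.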
FUS suppressor: FUS proteinopathy suppression in yeast; S. cerevisiae FUS-expressing, growth rescue, OD600, 24 h; Potency, µM (titrated, usually from 76.6 µM), inactives show at the highest dose growth rescue (activation), most hits filed as activators; 390,000 compounds, 0.24% hits; AID 1347120;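 also: potency is read from the fitted curve at half-maximal effect; plate controls were DMSO vehicle for no effect and reference control for full effect; nearly all actives have a fitted effect of over 55% in size; some results filed as inactive show a strong effect at the top dose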
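Yeast FUS proteinopathy model; galactose-induced FUS (2%), starting OD 0.005. Cpds in dilution series, 24hr, 30C, 99% humidity. Abs 600 nm growth. Pos ctrl CP55940 (top 92uM final); neg ctrl DMSO.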
GLP1R ag: GLP-1 receptor (human) agonism | Potency, µM (top dose mostly 45.6 µM), for inactives: at the highest dose activation, most hits filed as activators | 380,000 compounds, 0.007% hits | HEK293 GLP-1R CRE-luciferase, luminescence, 4-6 h; cells express a hypersensitive GLP-1R form | AID 624172 | P43220; also: potency is read from the fitted curve at half-maximal effect; % of control where 0% means no effect
Target sequence (P43220 whole entry, looked up): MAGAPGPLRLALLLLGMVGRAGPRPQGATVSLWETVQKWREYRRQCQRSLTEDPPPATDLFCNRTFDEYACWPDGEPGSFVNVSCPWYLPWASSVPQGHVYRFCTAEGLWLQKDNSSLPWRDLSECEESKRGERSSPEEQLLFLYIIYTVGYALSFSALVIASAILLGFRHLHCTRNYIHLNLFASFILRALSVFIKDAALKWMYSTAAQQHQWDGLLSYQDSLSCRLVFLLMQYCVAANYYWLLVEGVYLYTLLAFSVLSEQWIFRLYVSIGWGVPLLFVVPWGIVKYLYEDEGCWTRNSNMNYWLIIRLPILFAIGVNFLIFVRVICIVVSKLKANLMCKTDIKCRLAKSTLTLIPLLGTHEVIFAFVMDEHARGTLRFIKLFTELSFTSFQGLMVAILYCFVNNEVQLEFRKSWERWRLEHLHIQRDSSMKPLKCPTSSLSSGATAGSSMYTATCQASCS
TDP43 rescue: TDP-43 toxicity inhibition in yeast. TDP-43 expressing yeast growth rescue, BacTiter-Glo, 24 h. Potency, µM (doses to about 46.1 µM), for inactives: at the highest dose growth rescue (activation), actives largely listed as activators. 410,000 compounds, 1.8% hits; also: potency is read from the fitted curve at half-maximal effect; % of control where 0% means no effect; nearly all actives have a fitted effect of over 50% in size
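Cell-based yeast growth screen: TDP-43 expression induced in galactose, inoculum OD600=0.02 after raffinose pregrowth to mid-log. Read-out BacTiter-Glo luminescence at 24 hr, 30 deg C; inhibition of toxicity seen as signal increase.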
GLP1R inv ag: inverse agonists of human GLP-1 receptor; AID 624417; Potency, µM (series often up to 38.3 µM), without a hit: top-dose activity change, negative = inhibition, actives largely listed as inhibitors; P43220; 410,000 compounds, 1.6% hits; HEK293 GLP-1R CRE-luciferase, luminescence, 24 h; GLP-1R form is constitutively active; also: potency is read from the fitted curve at half-maximal effect; % is scaled to controls: 0 for no effect and ±100 for the full control effect; nearly all actives have a fitted effect of over 55% in size
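HEK293 cells stably co-expressing constitutively active GLP-1R and a cAMP-responsive luciferase reporter were seeded in DMEM with 10% Nu serum, given compounds after 12 h, and incubated 24 h at 37 deg C. Luminescence was then read.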
Akt phos inh: inhibitors of Akt phosphorylation; 360,000 compounds, 0.32% hits; activity change, % for hits at 50 µM; Neuro2A IGF-stimulated pAkt S473 HTRF, 20 min; hits give low values; in the data active = activity change below about -80%; inconclusive = mostly about -51% to -80%; also: % is scaled to controls: 0 for no effect and ±100 for the full control effect
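Single-point screen (50 µM final compound) in Neuro2A cells stimulated 20 min with 6 nM IGF at 37 deg C. After lysis, Ser473-phosphorylated Akt read by HTRF (ex 330 nm, em 615/665 nm) as the 665/615 ratio.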
DRD3 antagonist: blocks the human D3 dopamine receptor; max response, negative = inhibition, %; D3R cells, DiscoveRx beta-arrestin luminescence, antagonist mode; hits give low values; AID 652054; 360,000 compounds, 2.5% hits; in the data active = max response below about -50%; inconclusive = no clear call, values can overlap the other calls; also: % is scaled to controls: 0 for no effect and ±100 for the full control effect; mostly tested at two doses, the higher about 12 µM
Target sequence (P35462 whole entry, looked up): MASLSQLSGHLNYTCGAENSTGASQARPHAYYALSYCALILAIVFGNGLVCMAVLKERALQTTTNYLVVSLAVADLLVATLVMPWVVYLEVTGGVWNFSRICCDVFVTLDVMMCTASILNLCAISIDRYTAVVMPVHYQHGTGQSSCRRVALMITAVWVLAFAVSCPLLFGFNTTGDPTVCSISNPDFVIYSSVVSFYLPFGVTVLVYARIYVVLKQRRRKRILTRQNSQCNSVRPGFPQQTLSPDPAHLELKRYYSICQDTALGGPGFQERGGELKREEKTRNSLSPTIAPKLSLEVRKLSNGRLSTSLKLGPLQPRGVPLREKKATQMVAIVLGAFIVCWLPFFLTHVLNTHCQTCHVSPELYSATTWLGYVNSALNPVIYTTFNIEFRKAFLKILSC
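Cells plated overnight at 1500 cells/well, then exposed to library compounds with dopamine controls for 90 minutes at 37 degrees C. DiscoveRx reagent added for 30–60 minutes at room temperature; luminescence read, quantitative HTS format.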
PTHR1 ag: agonists of human PTHR1 parathyroid hormone receptor | Q03431 | HEK293 GP2 PTHR1 cells, GloSensor cAMP luminescence, 1 h | Potency, µM (titrated, usually from 115 µM), without a hit: at the highest dose activation, actives largely listed as activators | 410,000 compounds, 0.075% hits | AID 743266; also: potency is read from the fitted curve at half-maximal effect; nearly all actives have a fitted effect of over 55% in size; some results filed as inactive show a strong effect at the top dose; inactives centre near -15; many of its hits are not listed in these tables
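HEK-293-derived GP2 cells expressing PTHR1 and a GloSensor cAMP reporter, 3,000/well, plated overnight, given luciferin plus IBMX (each 0.5 mM as added) for 1 h at 37 °C, then compound for 1 h at 37 °C. Luminescence was read after 15 min at room temperature.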
* = called active by the depositor; i = inactive; u = inconclusive; x = no result given; & = joins results of further samples; [ ] = remark or other dose. Unless noted, calls follow the shape of the dose curve; as a rule, active = well fitted curve in the direction sought with a large enough effect; inconclusive = small, poorly fitted or top-dose-only effect, or another doubt; inactive = no such curve, though single readings can be large; an effect the other way counts as inactive or inconclusive. These rows are one share of the data; count on the stated rates, not on these rows.

SMILES	Abeta yeast res	aSyn yeast inh	FUS suppressor	GLP1R ag	TDP43 rescue	GLP1R inv ag	Akt phos inh	DRD3 antagonist	PTHR1 ag
CC(=O)N1CCC(N(CCN2CCOCC2)C(=S)Nc2ccc(C)c(C)c2)CC1	1%	-5%	13%	4%	-21%	14%	i	4	i
O=C(N/N=C/c1ccoc1)c1ccccc1O	10%	3%	33%	-2%	12%	3%	i	8	i
O=c1c2ccccc2nc(-c2ccc(Cl)c(Cl)c2)n1O	-6%	4%	-28%	-24%	-42%[inhibitor]	-15%	i	-8	-12%
Cc1ccc(-n2nc(C(=O)Nc3cccc(C#N)c3)c3c4ccccc4n(C)c3c2=O)cc1	-16%	x	2%	x	-16%	-4%	x	x	12%
CCOC(=O)c1c(NC(=O)c2cc3n(n2)C(C(F)(F)F)CC(c2cccs2)N3)sc(C)c1C (configuration not stated)	6%	7%	18%	-6%	19%	3%	i	14	i
O=C(NCc1ccccc1Cl)NCc1noc2ccccc12	15%	x	6%	x	6%	8%	x	x	i
COc1ccccc1NS(=O)(=O)c1cccc(C(=O)N2CCN(Cc3ccc4c(c3)OCO4)CC2)c1	0%	0%	8%	-21%	-21%	u	i	16	-84%[inhibitor]
O=C1c2ccccc2C(c2nnnn2-c2ccc3c(c2)OCCO3)N1CCCn1ccnc1 (configuration not stated)	-4%	1%	-6%	-2%	-6%	12%	i	6	6%
CCOC(=O)C(C)N1N=C(/C=C/c2ccc(OC)cc2)CCC1=O (configuration not stated)	u	2%	8%	-4%	24%	-29%	i	24	i
Cc1sc2nc(SCC(=O)NCc3ccco3)n(-c3ccccc3)c(=O)c2c1C	8%	-5%	-7%	-2%	-2%	-20%	i	-13	-7%[57.5 µM]
COc1ccc(-c2nc(SC(C)C(=O)c3c(N)n(C)c(=O)n(C)c3=O)n[nH]2)cc1 (configuration not stated)	4%	3%	-3%	3%	22%	-8%	i	5	-24%
Cc1ccc(N(C(C)C(=O)N2CCC(C)CC2)S(C)(=O)=O)cc1C (configuration not stated)	-8%	9%	1%	-1%	-16%	-26%	i	-13	i
COc1ccc(-c2nc3c(c(SCC(=O)N4CCCCC4)n2)Cc2c(CO)cnc(C)c2O3)cc1	-22%	x	28%	x	-5%	-25%	x	x	-15%
CCOc1cc(NC(=S)Nc2cccc(OC)c2)c(OCC)cc1NC(=O)C(C)C	-1%	16%	31%	1%	14%	0%	i	7	i
CC(=O)C1=C(O)C(=O)N(Cc2ccccc2)C1c1ccco1 (configuration not stated)	-4%	-10%	19%	2%	7%	5%	i	4	-3%[57.5 µM]
C=CCn1cc(CN2CCC(C(=O)Nc3cccc(-c4cccc(Cl)c4)c3)CC2)c(C)n1	-1%	-4%	14%	9%	13%	u	i	-11	-19%
Cc1ccc(S(=O)(=O)NC(C)(C)C)cc1C(=O)OC(C)C(=O)NC1CC1 (configuration not stated)	1%	0%	-4%	-1%	0%	-18%	i	7	-7%
COc1ccc(CC(=O)Nc2cc(S(=O)(=O)N3CCOCC3)ccc2N2CCCC2)cc1OC	2%	-11%	18%	16%	-23%	31%[activator]	i	-15	i
CC(C)CNC(=S)N(Cc1ccco1)Cc1cc2cc3c(cc2[nH]c1=O)OCCO3	13%	-5%	x	10%	13%	u	i	-18	-32%
CCCCn1c(=O)c2oc3ccccc3c2n(Cc2ccccc2C)c1=O	4%	x	-14%	x	27%	9%	x	x	i
CCOc1ccc(OCC)c(NC(=O)C2CCCN(S(=O)(=O)c3c(C)n[nH]c3C)C2)c1 (configuration not stated)	5%	4%	-2%	3%	9%	7%	i	23	i
Cc1cc2nc(-c3cccc(Br)c3)c(CC(C)(C)C)n2c(C)c1Br	16%	0%	-12%	-2%	19%	u	i	8	-13%
O=C(Nc1ccccc1OCc1cc(=O)n2ccccc2n1)c1cccc(Br)c1	-9%	x	6%	x	10%	-1%	x	x	-25%
Cc1nc(C(F)(F)F)ccc1C(=O)Nc1ccccc1F	-11%	12%	-32%	-2%	14%	17%	i	11	i
CCC(=O)Nc1ccc(C(=O)CSc2nnc(-c3ccc(NS(C)(=O)=O)cc3)n2C)cc1OC	14%	3%	x	1%	16%	23%	i	0	i
Further records
SMILES	Abeta yeast res	aSyn yeast inh	FUS suppressor	GLP1R ag	TDP43 rescue	GLP1R inv ag	Akt phos inh	DRD3 antagonist	PTHR1 ag
O=C(CSCc1cccc(Cl)c1)Nc1ccccc1-c1ccccc1	13%	2%	11%	11%	13%	u	i	-1	i
CC(C)N(Cc1ccccc1)CC(O)COc1ccc(S(=O)(=O)N2CCOCC2)cc1Cl (configuration not stated)	-2%	1%	13%	6%	-2%[9.22 µM]	u	i	1	i
CC(C)=C(C)c1cc2nc(NCCCN(C)C)n(C)c(=O)c2s1	-1%	-10%	6%	-1%	12%	u	i	-19	-4%
COc1ccc(CCNC(=O)CS(=O)(=O)c2cn(CC(=O)N3CCCC3)c3ccccc23)cc1OC	12%	3%	17%	5%	15%	7%	i	-2	i
Cc1cnc(C(=O)OC(C)C(=O)Nc2ccc(Cl)cn2)cn1 (configuration not stated)	-9%	2%	15%	2%	-19%	23%	i	-1	i
O=C(NCCCc1ccccc1)c1cccc(NC(=O)C2CCC2)c1	5%	0%	-6%	-3%	8%	-21%	i	32	-52%[inhibitor]
COc1ccc(Cc2nnc(NC(=O)c3ccc(OC)cc3OC)s2)cc1	6%	2%	24%	-2%	12%	-14%	i	28	-66%[inhibitor]
COc1ccc(-c2cc3nc(-c4ccccc4)cc(N4CCC(O)CC4)n3n2)cc1	-83%[inhibitor]	-18%	u	13%	8%	7.9µM*	i	6	-5%
Cc1ccc(S(=O)(=O)NCC(=O)N(CC(=O)NCC2CCCO2)c2ccc(Cl)cc2)cc1 (configuration not stated)	4%	1%	15%	11%	-2%	-5%	i	6	-16%
O=C(C1=C[C@@H]2[C@H]3C(=O)N(c4cccc(Cl)c4)C(=O)[C@H]3[C@@H](C(=O)c3ccc(Cl)cc3)N2C=C1)c1ccccc1	-5%	-6%	8%	-2%	-14%[0.397 µM]	-10%	i	-5	-17%
CC1CCN(S(=O)(=O)c2ccc3c(c2)N(CC(=O)NC(C)c2ccccc2)C(=O)CS3)CC1 (configuration not stated)	-8%	x	32%	x	10%	-30%	x	x	i
Cc1ccc(-n2nnnc2CNC(=O)c2ccccc2C)cc1C	-1%	x	-2%	1%	u	-4%	x	x	i
Cc1nc2c(n1O)CCC/C2=N\O	2%	0%	-21%	3%	0%	3%	x	-10	-6%[57.5 µM]
CCc1nnc(NC(=O)c2cc(-c3ccccn3)nc3ccccc23)s1	-9%	0%	35%	3%	3%	7%	i	23	i
Fc1cccc(/C=N/N=C/c2cccc(F)c2)c1	-11%	4%&17%	-4%	9%	18%	7%	i	5	-24%
CCc1noc(C)c1C(=O)OCC(=O)c1ccc(OC)c(OC)c1	13%	2%[1.84 µM]	5%	u	0%	31%[activator]	i	0	-1%
COc1ccc(S(=O)(=O)N2CCCCC2)cc1NC(=O)CSc1ncnc2ccccc12	1%	1%	x	1%	u	-5%	i	1	-3%
O=C(NCc1ccncc1)NC12CC3CC(CC(C3)C1)C2	5%	-3%	24%	4%	-2%	-9%	i	6	i
Cc1ccc(/C=c2\sc3nc(-c4cccs4)nn3c2=O)o1	3%	-7%	8%	-17%	-4%	-8%	i	4	-10%[57.5 µM]
COc1ccc(CNc2nc3nc(C)c(Cl)c(=O)n3[nH]2)cc1	4%	-2%	15%	0%	-2%	1%	i	-15	-1%
CS(=O)(=O)N(CC(=O)Nc1ccc(CC#N)cc1)c1ccc(C23CC4CC(CC(C4)C2)C3)cc1	9%	u	14%	1%	-1%	u	i	2	i
Cc1ccc(C)c(CSc2nnc(C)c(=O)[nH]2)c1	-7%	4%	7%	-1%	-8%	-8%	i	6	i
Cc1ccc2oc(-c3ccccc3C(=O)O)cc(=O)c2c1	0%	-1%	-2%	8%	-10%	16%	i	-23	i
COc1ccccc1C1SCCN1C(=O)c1ccc([N+](=O)[O-])cc1 (configuration not stated)	5%	15%	18%	4%	19%	-6%	i	13	-41%[inhibitor]
CCN1CCN(CC(O)COC(c2ccccc2)c2ccccc2)CC1 (configuration not stated)	-13%	2%	-2%	5%	-19%[0.397 µM]	-10%	i	19	i
Further compounds follow:
SMILES	Abeta yeast res	aSyn yeast inh	FUS suppressor	GLP1R ag	TDP43 rescue	GLP1R inv ag	Akt phos inh	DRD3 antagonist	PTHR1 ag
CCOC(=O)C1=C(C)NC(=O)NC1c1ccc(Cl)cc1Cl (configuration not stated)	-8%	8%	-12%	-13%	-2%	-2%	i	18	i
COc1cc(NC(=O)OCc2ccccc2)c2ncccc2c1	-16%	-19%	15%	23%	4%	-20%	i	16	-13%
NC(=O)C1CCCN(C(=O)CCc2nnc(C3(c4ccc(Cl)cc4)CCC3)o2)C1 (configuration not stated)	0%	-6%	12%	2%	7%	-16%	i	11	-6%
C[C@H](OC(=O)c1[nH]cnc1C(=O)N1CCN(C(=O)OC(C)(C)C)CC1)c1ccccc1	-3%	-3%	-4%	5%	3%	8%	i	-8	i
CN(C(=O)CN1C(=O)c2cccc(N)c2C1=O)C1CCCCC1	29%	7%	-32%	1%	23%	12%	i	11	-19%
O=C(NCc1cccnc1)c1cc(S(=O)(=O)N2CCOCC2)c(Cl)cc1Cl	-5%	0%	8%	10%	-9%	29%	i	0	i
Cc1ccc(-c2n[nH]c(=O)c3ccccc23)cc1S(N)(=O)=O	-2%	-1%	13%	0%	-14%	-6%	i	-4	u

Screening results deposited in PubChem by National Center for Advancing Translational Sciences (NCATS).
